Compound activity deposited in PubChem by National Center for Advancing Translational Sciences (NCATS).
Nrf2 block: Nrf2 qHTS screen for inhibitors. hit rate 2.1% among 360,000. A549 ARE-Fluc reporter, luciferase luminescence, 18-24 h. Potency, µM (series often up to 46 µM), for inactives: at the top dose activity change, negative = inhibition, hits mostly inhibitors; also: potency is read from the fitted curve at half-maximal effect; % is scaled to controls: 0 for no effect and ±100 for the full control effect; nearly all actives have a fitted effect of over 60% in size
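Concentration-response testing used A549 ARE_Fluc cells at 5000 cells/well. Following an 18-24 h compound incubation, viability was read by fluorescence (Ex 405/Em 525) and luciferase output by luminescence.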
MmCpn inh: Inhibitors of TCP-1 ring complex (TRiC) of Methanococcus maripaludis (MmCpn): qHTS. Potency, µM (titrated, usually from 76.9 µM), for inactives: at the top dose activity, negative = inhibition, most hits filed as inhibitors. purified Mm-Cpn ATPase, ADP Transcreener TR-FRET. Chaperonin Mm-Cpn (Methanococcus maripaludis). hit rate 0.031% among 330,000; also: potency is read from the fitted curve at half-maximal effect; % is scaled to controls: 0 for no effect and ±100 for the full control effect; nearly all actives have a fitted effect of over 80% in size
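25 nM Mm-CPN + cpd, 10 min 37°C; + 10 uM ATP, 30 min 37°C; buffer 30 mM Tris pH 7.4, 100 mM KCl, 5 mM MgCl2, 1 mM DTT; Transcreener ADP HTRF detection 30 min RT.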
CCT chaperon mod: High-Throughput Screening for Modulators of Cytosolic Chaperonin Activity; purified chaperonin ATPase assay, HTRF ADP detection, 30 min; activity change, % (test concentration not listed), hits read low; hit rate 0.3% among 360,000; in the data active = activity change below about -30%; also: % is scaled to controls: 0 for no effect and ±100 for the full control effect
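ATPase activity: ADP formed was measured by HTRF Transcreener (665/615 nm ratio) after 30 min at 37 deg C with 10 uM ATP. Compounds screened at one 76 uM concentration against 40 or 20 nM TRiC in Tris pH 7.4/KCl/MgCl2/DTT buffer.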
pAkt inh: HTS Assay for Inhibitors of Akt Phophorylation: Primary Screen; Neuro2A IGF-stimulated pAkt S473 HTRF, 20 min; active compounds read low; activity change, % for hits at 50 µM; hit rate 0.32% among 360,000; in the data active = activity change below about -80%; inconclusive = mostly about -51% to -80%; also: % is scaled to controls: 0 for no effect and ±100 for the full control effect
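Neuro2A cells in DMEM with 0.5% FBS, overnight at 37 deg C, given compound at single 50 µM final, then IGF (6 nM final) for 20 min at 37 deg C. Lysed; phospho-Akt Ser473 by HTRF after 24 h, 665/615 ratio.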
TGFb inhibitor: qHTS for Inhibitors of TGF-b. HepG2 CAGA-GFP TGF-b/SMAD3 reporter, GFP fluorescence, 18 h; TGF-beta stimulated, 500 pg/mL final. Potency, µM (series often up to 46.1 µM), for inactives: at the top dose activity, negative = inhibition, usual class: inhibitors. hit rate 1.2% among 410,000. AID 588855, 2011; also: potency is read from the fitted curve at half-maximal effect; % is scaled to controls: 0 for no effect and ±100 for the full control effect; nearly all actives have a fitted effect of over 65% in size
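HEPG2 CAGA-GFP reporter cells (1000/well, DMEM with 1% FBS) received compounds, then recombinant TGF-beta at 500 pg/mL final for 18 hours at 37 degrees C. Per-cell GFP summed per well was normalised to unstimulated and stimulated DMSO controls before curve fitting.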
A549 viability: Nrf2 qHTS screen for inhibitors: counterscreen for cytotoxicity; A549 ARE-Fluc cells, CellTiter-Fluor viability, 18-24 h; Potency, µM (highest dose often 46 µM), without a hit: at the top dose activity change, negative = cytotoxicity, actives largely listed as inhibitors; hit rate 0.16% among 390,000; also: potency is read from the fitted curve at half-maximal effect; % is scaled to controls: 0 for no effect and ±100 for the full control effect
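Cytotoxicity counterscreen: CellTiter-Fluor fluorescence was measured in A549 ARE_Fluc cells after 18-24 h of compound exposure in a concentration series. The subsequent BugLite luminescent read reports ARE-luciferase activity.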
HepG2 tox: qHTS for Inhibitors of TGF-b: Cytotox Counterscreen; Potency, µM (top dose mostly 46.1 µM), for the others: top-dose activity change, negative = cytotoxicity, most hits filed as cytotoxic; HepG2 CAGA-GFP viability, ATP luminescence, 18 h; hit rate 0.76% among 410,000; also: potency is read from the fitted curve at half-maximal effect; some results filed as inactive show a strong effect at the top dose
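HepG2 CAGA-GFP cells (1000/well, DMEM with 1% FBS) received compound, then TGF-beta at 500 pg/mL final, and were incubated 18 hours at 37 degrees C. Viability was read by CellTiter-Glo luminescence. Media-only wells were set as complete cell-killing and DMSO as no toxicity.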
ATXN viability: Viability Counterscreen for Primary qHTS for Inhibitors of ATXN expression; hit rate 0.49% among 400,000; Potency, µM (doses to about 56.7 µM), hits mostly cytotoxic; S2 cells (HEK-293 line with an ATXN2-luciferase reporter) viability, CellTiter-Fluor protease fluorescence, 24 h; also: potency is read from the fitted curve at half-maximal effect; nearly all actives have a fitted effect of over 40% in size
Nrf2 ARE act: qHTS of Nrf2 Activators. AREc32 ARE-luciferase reporter (MCF7-derived line), luminescence, 24 h. hit rate 0.31% among 410,000. Potency, µM (highest dose often 46.1 µM), for inactives: at the top dose activation, usual class: activators; also: potency is read from the fitted curve at half-maximal effect; % of control where 0% means no effect; nearly all actives have a fitted effect of over 65% in size
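AREc32_Fluc, 1000 cells/well, OPTI-MEM + 5% FBS, o/n 37 deg C 5% CO2; 23 nL cpd by pin tool, 24 hr; Steady-Glo 30 min RT, luminescence.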
Numbers without * were called inactive; i = inactive; ? = inconclusive; · = not tested or not shown. Unless noted, calls follow the shape of the dose curve; as a rule, active = well fitted curve in the direction sought with a large enough effect; inconclusive = small, poorly fitted or top-dose-only effect, or another doubt; inactive = no such curve, though single readings can be large; an effect the other way counts as inactive or inconclusive.

SMILES	Nrf2 block	MmCpn inh	CCT chaperon mod	pAkt inh	TGFb inhibitor	A549 viability	HepG2 tox	ATXN viability	Nrf2 ARE act
COc1cccc(C2C=C(c3ccc(C)c(C)c3)Nc3nnnn32)c1OC (stereo unspecified)	·	·	·	·	-2%	-1%	-21%	i	8.5%
CCCNCCC(c1ccco1)c1ccccc1OC (stereo unspecified)	-7%	2%	-0.3	i	?	0%	-52%	i	-0.2%
Cc1cccc(OCCSc2ncnc3nc[nH]c23)c1	?	2%	-3.1	i	3%	-7%	-45%	i	0.7%
CC(C)CNC(=O)c1ccccc1NC(=O)CCSc1ccccc1	14%	-1%	-1.2	i	1%	0%	-13%	i	1.7%
CC(=O)Nc1cccc(OCc2cccc([N+](=O)[O-])c2)c1	-6%	·	-3.3	i	-19%	-2%	-11%	?	2.8%
COC(=O)C1=C(N)Oc2cc(C)[nH]c(=O)c2C1c1ccccc1OC (stereo unspecified)	-16%	-1%	-0.9	i	-6%	10%	-39%	i	0.1%
COc1ccc(-c2ncn(CCC#N)c2[N+](=O)[O-])cc1	0%	-1%	-1.3	i	-2%	-4%	-7%	i	-0.1%
CC(C)c1cc(O)c(-c2ccccc2)c(=O)n1-c1ccc(Cl)cc1	?	-2%	-1.3	i	10%	2%	-13%	i	-0.6%
Cn1c(C(=O)NC2CCCCC2)cc2c(=O)n3ccccc3nc21	-14%	0%	1.4	i	5%	3%	2%	·	2.7%
O=C(CN1CCN(S(=O)(=O)c2ccc(Cl)cc2)CC1)NC1CCCC1	?	-2%	-0.5	i	-4%	5%	-8%	i	0.0%
COc1ccc2nc(NC(=O)C3CCN(C(=O)c4ccco4)CC3)sc2c1	1%	1%	-1.7	i	-10%	-3%	-4%	i	2.9%
O=C(N/N=C/c1ccc(F)c(F)c1)c1cc2c(s1)-c1ccccc1CC2	·	2%	1.9	i	-9%	6%	5%	i	4.1%
O=C(O)c1ccccc1-c1ccccc1C(=O)Nc1ccc2c(c1)C(O)c1ccccc1-2 (stereo unspecified)	·	·	-1.2	i	-9%	·	-14%	?	2.6%
O=C(COC(=O)/C=C/c1cccc(Cl)c1)NC1CCCC1	4%	5%	-0.1	i	-1%	4%	4%	i	0.4%
COc1ccc(-c2nnc(SC(C(=O)c3c[nH]c4ccccc34)c3ccccc3)n2N)cc1OC (stereo unspecified)	?	-16%	-2.3	i	?	-1%	9%	i	4.9%
Cc1cc(N)n(-c2ccc([N+](=O)[O-])cc2)n1	-9%	0%	0.8	i	-2%	3%	-1%	i	-0.3%
CCn1nc(C)cc1C(=O)n1nc(C)c(Sc2ncccn2)c1C	0%	0%	1.3	i	-1%	3%	10%	i	0.1%
C[C@H](CO)N1C[C@H](C)[C@@H](CN(C)Cc2ccc3c(c2)OCO3)Oc2ccc(NS(C)(=O)=O)cc2C1=O	-3%	1%	-0.1	i	?	-4%	1%	i	0.0%
Cc1cc(NS(=O)(=O)c2ccc(NC(=O)Cc3ccc([N+](=O)[O-])cc3)cc2)no1	-9%	-1%	-1.3	i	25%	2%	-1%	i	-0.2%
COc1ccc(/C(N)=N/OC(=O)c2cc(-c3ccccc3)nc3ccccc23)cc1	9%	0%	0.7	i	-3%	1%	2%	i	0.2%
COc1ccc(-c2sc3ccc(OC)cc3c2-c2ccc(OC)nc2)cc1	24%	-6%	-1.7	i	15%	?	-4%	i	-0.2%
CCCN(CC1CCCO1)C(=O)c1cc(COc2ccc(F)cc2F)on1 (stereo unspecified)	7%	-1%	2.5	i	-5%	0%	6%	i	2.5%
O=C(CSc1nnc(COc2ccccc2)n1Cc1ccco1)NCc1ccco1	7%	0%	-4.4	i	-18%	2%	-9%	i	0.2%
CN(c1ccccc1)S(=O)(=O)c1cccc(NC(=O)CCNC(=O)c2ccccc2)c1	-18%	-1%	-1.9	i	-12%	-5%	-64%	i	0.7%
Cc1ccc(NC2=C(C(=O)c3ccccc3)N(C)S(=O)(=O)c3ccccc32)cc1	?	0%	0.1	i	-2%	-23%	0%	i	0.2%

Structural class, the compounds so far containing an NH in an aromatic ring (three)
SMILES	Nrf2 block	MmCpn inh	CCT chaperon mod	pAkt inh	TGFb inhibitor	A549 viability	HepG2 tox	ATXN viability	Nrf2 ARE act
Cc1cccc(OCCSc2ncnc3nc[nH]c23)c1	?	2%	-3.1	i	3%	-7%	-45%	i	0.7%
COC(=O)C1=C(N)Oc2cc(C)[nH]c(=O)c2C1c1ccccc1OC (stereo unspecified)	-16%	-1%	-0.9	i	-6%	10%	-39%	i	0.1%
COc1ccc(-c2nnc(SC(C(=O)c3c[nH]c4ccccc34)c3ccccc3)n2N)cc1OC (stereo unspecified)	?	-16%	-2.3	i	?	-1%	9%	i	4.9%

Remaining list, next part:
SMILES	Nrf2 block	MmCpn inh	CCT chaperon mod	pAkt inh	TGFb inhibitor	A549 viability	HepG2 tox	ATXN viability	Nrf2 ARE act
CCC(=O)c1ccc(OCC(=O)N2CCN(C(=O)c3ccccc3)CC2)cc1	-5%	2%	-0.5	i	4%	6%	0%	i	0.3%
Cc1cc(C)c(NC(=O)CSc2ncc3c(n2)-c2cc(Cl)ccc2N(C)S3(=O)=O)c(C)c1	4.6µM*	·	·	·	?	-18%	-1%	·	-1.2%
Cc1nn(C(C)C(=O)NC2CCCCC2)c(=O)c2c1sc1ccccc12 (stereo unspecified)	-11%	·	·	·	-18%	?	-18%	i	-0.9%
COc1ccc(/C=N/NC(=O)c2ccc(N(C)S(=O)(=O)c3ccccc3)cc2)cc1OC	-10%	-1%	-1.8	i	-10%	1%	-9%	i	2.7%
Cc1cc(C)n(-c2ccc(C(=O)OCC(=O)NCc3ccco3)cc2)n1	-12%	-2%	0.8	i	5%	-4%	-13%	i	0.2%
Cc1ccc(OCC(=O)Nc2ccc(S(=O)(=O)N3CCCCC3)cc2)c([N+](=O)[O-])n1	-15%	-4%	-3.3	i	-8%	14%	-6%	i	0.3%
O=C(COC(=O)Cc1ccc(Br)cc1)NCc1cccs1	-4%	1%	0.5	i	1%	4%	7%	i	-0.4%
c1cncc(-c2nnc(-c3ccco3)o2)c1	0%	-1%	-1.8	·	-12%	3%	-24%	i	3.8%
c1ccc(-n2cc(CN3CCC(N4CCOCC4)CC3)c(-c3ccc4c(c3)OCO4)n2)cc1	25%	4%	0.2	i	-11%	1%	-16%	i	4.2%
Cc1cc(NC(=O)CSc2nnc(C)o2)no1	5%	-3%	-0.7	i	-2%	2%	1%	i	0.1%
O=C(Nc1ccc(F)cc1F)c1ccc(S(=O)(=O)N2CCCCC2)cc1	-15%	-1%	2.7	i	1%	-1%	-8%	i	-1.1%
Cc1ccc(C(=O)Nc2nnc(-c3ccc(C(C)(C)C)cc3)s2)cc1	4%	0%	-2.2	i	2%	-6%	5%	i	0.2%
COc1ccc(Cl)cc1C(=O)NC(C)C	2%	0%	-1.3	i	18%	-1%	-1%	i	-0.9%
COc1cccc(COC(=O)C2CCN(S(=O)(=O)c3ccc(Cl)cc3)CC2)c1OC	6%	1%	-2.6	i	-20%	-9%	-8%	i	0.3%
CCOC(=O)c1cccc(NC(=O)Cn2cnc3c2c(=O)n(C)c(=O)n3C)c1	-21%	-4%	-2.8	i	-3%	-1%	0%	i	-0.4%
CCOC(=O)[C@]12CCC=C1N(Cc1ccco1)C(=O)[C@H](CC(=O)NCc1ccc(C)o1)C2	·	·	0.4	i	·	·	·	?	-0.5%
N#CCC(=O)N1CC2(CC(c3cccc(NC(=O)COc4ccc(Cl)cc4)c3)=NO2)C[C@@H]1C(N)=O (stereo partly specified)	5%	-1%	-2.4	i	-7%	2%	-10%	i	-1.2%
CCc1cccc(C)c1NC(=O)Cn1ccn(Cc2ccc(Cl)cc2)c(=O)c1=O	-10%	·	·	·	-15%	-19%	-13%	·	-0.6%
CCOC(=O)N1CCN(c2c(Nc3cc(C)[nH]n3)c(=O)c2=O)CC1	20%	-2%	0.1	i	-1%	6%	-5%	i	-0.6%
Cc1cc(-c2ccc(/C=N/n3cnnc3)o2)c(C)c([N+](=O)[O-])c1	6%	2%	-2.1	i	0%	-11%	5%	i	2.3%
O=C(O)c1ccc(N=NN2CCCCC2)cc1	?	-10%	1.1	i	10%	2%	-1%	i	0.1%
CCOc1cc(N2CCOCC2)c(OCC)cc1NC(=O)c1c(C)noc1C	-4%	-3%	2.2	i	-15%	-3%	7%	i	2.0%
Cc1ccc(-c2cc(-c3ccccc3)[nH]c(=S)c2C#N)cc1	14%	-9%	-1.9	i	-10%	2%	16%	i	3.5%
S=c1[nH]nc(-c2cccc(Cl)c2)n1Cc1ccccc1	1%	-9%	1.2	i	0%	2%	23%	i	-0.5%
Cc1cccc(N2CCN(C(=O)c3ccc4nc(N5CCCCC5)sc4c3)CC2)c1C	2%	-1%	-3.9	i	-7%	2%	-17%	i	0.1%
COc1cc(C=O)cc(OC)c1OS(=O)(=O)c1ccc(NC(C)=O)cc1	?	-4%	1.3	i	-26%	?	-26%	i	0.2%
COc1ccc(CC(=O)OCC(=O)NCc2ccccc2Cl)cc1	-16%	-1%	1.4	i	17%	3%	-1%	i	-0.5%
c1ccc(-c2nnc3oc(-c4cccs4)nn23)cc1	·	·	0.8	i	?	·	-45%	?	?

A second format for some results above.
SMILES | Nrf2 block | MmCpn inh | CCT chaperon mod | pAkt inh | TGFb inhibitor | A549 viability | HepG2 tox | ATXN viability | Nrf2 ARE act
CCOc1cc(N2CCOCC2)c(OCC)cc1NC(=O)c1c(C)noc1C | -4% | -3% | 2.2 | i | -15% | -3% | 7% | i | 2.0%
Cc1ccc(-c2cc(-c3ccccc3)[nH]c(=S)c2C#N)cc1 | 14% | -9% | -1.9 | i | -10% | 2% | 16% | i | 3.5%
